Screening results as filed in PubChem.
AmpC det inh: Promiscuous and Specific Inhibitors of AmpC Beta-Lactamase (assay with detergent) | P00811 | purified AmpC, nitrocefin hydrolysis with detergent | Potency, µM (doses to about 28.7 µM), for the others: at the top dose activity change, negative = inhibition | actives 0.09% (n = 71,000); active = well fitted curve in the direction sought with a large enough effect
Target sequence (P00811 whole entry, looked up): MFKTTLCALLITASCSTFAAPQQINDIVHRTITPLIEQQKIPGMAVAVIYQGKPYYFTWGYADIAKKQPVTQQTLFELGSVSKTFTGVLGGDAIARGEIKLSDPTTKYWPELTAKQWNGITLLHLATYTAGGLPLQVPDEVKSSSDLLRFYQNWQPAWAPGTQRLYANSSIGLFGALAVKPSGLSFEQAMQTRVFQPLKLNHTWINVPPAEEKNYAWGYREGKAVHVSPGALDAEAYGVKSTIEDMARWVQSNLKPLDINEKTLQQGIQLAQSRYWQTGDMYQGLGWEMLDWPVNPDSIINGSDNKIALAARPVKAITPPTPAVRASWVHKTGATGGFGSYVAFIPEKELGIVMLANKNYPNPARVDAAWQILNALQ
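E. coli AmpC (5.3 nM) in 20 mM phosphate pH 7.0 with 0.01% Triton X-100, preincubated 15 min RT with compound; nitrocefin (2 uL of 800 uM stock) hydrolysis followed by 480 nm absorbance every 20 s over 4 min.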
Starred values were filed as active, the others as inactive; [ ] = remark or other dose. % is scaled to controls: 0 for no effect and ±100 for the full control effect; potency is read from the fitted curve at half-maximal effect. These rows are one share of the data (hit frequency here may not be typical).

SMILES | AmpC det inh
O=C(O)c1oc2ccc(Br)cc2c1-n1cccc1 | -0.5%
COc1cccc2cc(C(=O)Nc3cccc(C)n3)c(=O)oc12 | 1.1%
CCOCCn1c(N2CCN(c3ccccc3)CC2)nc2c1c(=O)n(C)c(=O)n2C | -6.3%
Cc1ccc(-n2c(CSc3nc(C)cc(C)n3)nnc2SCC(=O)NCc2ccco2)cc1 | -1.1%
CC(C)CNS(=O)(=O)c1ccc(CCC(=O)O)cc1 | 0.6%
O=C(c1ncc[nH]1)c1ccco1 | -1.3%
S=c1nc(-c2ccccc2)n(CCN2CCOCC2)c2c1CCCC2 | -1.4%
CN1CCN(C(=O)c2ccccc2NC(=O)c2cccs2)CC1 | 6.4%
NC(=O)c1cc(-c2ccccc2)nc(N2CCCCCC2)n1 | -0.8%
CCOc1ccc(CCNC(=O)C2CCCN(S(=O)(=O)c3c(C)n[nH]c3C)C2)cc1OCC (stereo unspecified) | -3.1%
O=C(CCCc1cccs1)Nc1nc2c(s1)CCCC2 | 2.2%
COc1ccc(C2C(C(=O)Nc3ccccc3)=C(C)Nc3nc(CCCO)nn32)cc1 (stereo unspecified) | -3.7%
Cc1ccc(-c2nnc3c4ccccc4c(C)nn23)cc1NC(=O)c1ccco1 | -1.2%
Cc1ccc(S(=O)(=O)NCC(=O)N(CC(=O)NCc2ccccc2)CC2CCCO2)cc1 (stereo unspecified) | 4.6%
O=C(NCc1ccc2c(c1)OCO2)c1cccs1 | -5.4%
CCc1ccccc1N(CC)C(=O)c1cn(CC)c(=O)c2cc(OC)c(OC)cc12 | -2.6%
CC(=O)NC(CCS(C)(=O)=O)C(=O)Nc1cccc2ccccc12 (stereo unspecified) | 9.3%
Cc1cccc(C(=O)NC2CCN(CC(=O)N3CCOCC3)CC2)c1 | -4.3%
O=C1C=C(Nc2nc(C(=O)O)cc(=O)[nH]2)c2ccccc2C1=O | -1.5%[5.75 µM]
CN1CCC2(CC1)NC(=O)C1=C(CN(C)CC1)N2 | -5.3%
CC(C)Nc1nc(NC(C)C)nc(Oc2ccc(/C=N/O)cc2)n1 | 6.3%
CCOC(=O)c1ccccc1NC(=O)Cn1cnc2c(cnn2-c2ccc(OC)cc2)c1=O | 8.4%
CCC(C)[C@H](NC(=O)Nc1cccc(OC)c1)C(=O)OC (stereo partly specified) | 0.1%
O=C(Nc1ccccc1N1CCN(c2ccccc2)CC1)c1cccc(F)c1 | 7.9%

A second format for some results above:
mol,AmpC det inh
CCc1ccccc1N(CC)C(=O)c1cn(CC)c(=O)c2cc(OC)c(OC)cc12,-2.6%
CC(=O)NC(CCS(C)(=O)=O)C(=O)Nc1cccc2ccccc12 (stereo unspecified),9.3%

Further compounds:
SMILES | AmpC det inh
CN(C)c1ccc(-c2cc(NCc3cccnc3)ncn2)cc1 | 11.0%
CC(C)C12CN3CC(C(C)C)(CN(C1)C3c1ccc3c(c1)OCO3)C2=O (stereo unspecified) | -2.9%
C=CCc1ccccc1OCC(O)CN(C(C)C)C(C)C (stereo unspecified) | 2.9%
Cc1ccc(Nc2nc(N)nc(CN3CCN(c4ccccc4F)CC3)n2)cc1 | 9.1%
CCC(=O)N1CCN(C(=O)CC)C1c1ccccc1 | -2.7%
Cc1cc(C)n2cc(CSC3=NCCS3)nc2n1 | -5.0%
CS(=O)(=O)N1CCN(CC2CC3C=CC2C3)CC1 (stereo unspecified) | 3.3%
Cn1c(=O)c2c(ncn2CC(O)CNc2ccc(Br)cc2)n(C)c1=O (stereo unspecified) | -1.0%
CCn1cc(C(=O)N2CCN(C(=O)c3ccco3)CC2)c2cc(OC)c(OC)cc2c1=O | -8.4%
O=c1/c(=C/c2ccco2)sc2nc(-c3ccccc3Br)nn12 | 0.7%
O=S(=O)(Cc1ccccc1)N1CCCC1 | 5.7%
CCOC(=O)CSc1nnc(CNC(=O)c2cc(OC)c(OC)c(OC)c2)n1C | 7.3%

6 structures already listed, ordered by number of heavy atoms, lowest first.
SMILES | AmpC det inh
O=S(=O)(Cc1ccccc1)N1CCCC1 | 5.7%
CCC(=O)N1CCN(C(=O)CC)C1c1ccccc1 | -2.7%
O=c1/c(=C/c2ccco2)sc2nc(-c3ccccc3Br)nn12 | 0.7%
CN(C)c1ccc(-c2cc(NCc3cccnc3)ncn2)cc1 | 11.0%
CC(C)C12CN3CC(C(C)C)(CN(C1)C3c1ccc3c(c1)OCO3)C2=O (stereo unspecified) | -2.9%
Cc1ccc(Nc2nc(N)nc(CN3CCN(c4ccccc4F)CC3)n2)cc1 | 9.1%

New compounds follow.
SMILES | AmpC det inh
Cc1cc(C)c2cc(CN(CCO)C(=O)Nc3ccc(Cl)cc3)c(=O)[nH]c2c1 | -4.5%
CCn1c(SCC(=O)Nc2cc(NC(C)=O)ccc2OC)nnc1-c1ccccn1 | -0.5%
O=C(COc1ccccc1)Nc1ccc(S(=O)(=O)NCc2ccco2)cc1 | -3.0%
COC(=O)c1cc(-c2c(C)oc3cc(O)ccc3c2=O)c(C)o1 | -2.8%
O=C(NCC(c1cccnc1)N1CCN(c2ccc(F)cc2)CC1)c1ccc(F)cc1 (stereo unspecified) | -5.9%
O=C(O)c1cccc(C(=O)O)c1S(=O)Cc1ccccc1 (stereo unspecified) | -3.8%[5.75 µM]
N#C/C(=C1/CCCCCN1)c1nnc2n1CCCCC2 | -0.2%
COc1ccccc1OCc1ccc(C(=O)Nc2ccncc2)o1 | -9.2%
COc1cc(Cl)c(C)cc1NC(=O)CSC | -2.1%
CNCC[C@H](Oc1ccccc1OC)c1ccccc1 | 1.6%
CCCCC(=O)N(c1ccc(C)c(C)c1)C1C=CS(=O)(=O)C1 (stereo unspecified) | -0.6%
Cn1c(=O)[nH]c(=O)c2c1nc(N1CCCCCC1)n2CCSc1nc2ccccc2[nH]1 | 14.8%

Next section (6 carried over from the part before).
SMILES | AmpC det inh
N#C/C(=C1/CCCCCN1)c1nnc2n1CCCCC2 | -0.2%
COc1ccccc1OCc1ccc(C(=O)Nc2ccncc2)o1 | -9.2%
COc1cc(Cl)c(C)cc1NC(=O)CSC | -2.1%
CNCC[C@H](Oc1ccccc1OC)c1ccccc1 | 1.6%
CCCCC(=O)N(c1ccc(C)c(C)c1)C1C=CS(=O)(=O)C1 (stereo unspecified) | -0.6%
Cn1c(=O)[nH]c(=O)c2c1nc(N1CCCCCC1)n2CCSc1nc2ccccc2[nH]1 | 14.8%
CC(=O)N(CC1CCCO1)C1(C(=O)NC2CCCC2)CCCCC1 (stereo unspecified) | 0.1%
COc1ccc(N2CCN(CCNC(=O)CCS(=O)(=O)c3cccc4nsnc34)CC2)cc1 | 0.0%
CCC(=O)N1CCN(c2ccc(NC(=O)c3cc4ccccc4o3)cc2Cl)CC1 | -5.3%
CCOC(=O)CSc1nc2cc(C(=O)NCC3CCCO3)ccc2c(=O)n1Cc1ccco1 (stereo unspecified) | -2.7%
Cc1cc2ccccc2n1CCNC(=O)c1ccc(S(=O)(=O)N2CCOCC2)cc1 | -3.7%
O=C(Oc1ccccc1)N1CCC2(CCCN(c3ccccn3)C2)CC1 | -2.1%
Cc1csc(NC(=O)c2cccc(S(=O)(=O)N3CCCCC3)c2)n1 | -3.0%
CC(C)n1c(SCC(=O)N2c3ccccc3Sc3ccccc32)nc2c1c(=O)n(C)c(=O)n2C | -2.0%
CC1=C2[C@@H]3OC(=O)[C@@H](C)[C@@H]3CC[C@]2(C)C=CC1=O | -1.6%[12.8 µM]
Cc1ccc(SCCC(=O)N2CCC(C(N)=O)CC2)cc1 | 9.5%
N#C/C(=C\c1ccc(O)c(O)c1)C(=O)NCCCNC(=O)/C(C#N)=C/c1ccc(O)c(O)c1 | -3.2%
Cc1nc2ccccn2c1/C(O)=C1\C(=O)C(=O)N(CCN2CCOCC2)C1c1cccnc1 (stereo unspecified) | -1.7%
CCOC(=O)C1CCCN(c2c(NCCCN(C)c3ccccc3)c(=O)c2=O)C1 (stereo unspecified) | 11.1%
COCc1nnc(NC(=O)CSc2ccccc2)s1 | -5.3%
CC(C)C(=O)Nc1nc2c(ncn2C2CC(O)C(CO)O2)c(=O)[nH]1 (stereo unspecified) | 6.1%
CCN(CC)CCOC(=O)[C@@H](c1ccccc1)C1CCCCC1 | 2.3%[12.8 µM]
CCc1nc2ccccc2n(CCOCCOCCn2c(=O)c(CC)nc3ccccc32)c1=O | 11.2%
Cn1c(=O)oc2cc(S(=O)(=O)N3CCC(N4CCCCC4)CC3)ccc21 | 4.5%
O=C(CCCNS(=O)(=O)c1cccs1)N1CCN(c2ccc(F)cc2)CC1 | -2.5%
COc1cccc(C2C(C(=O)c3ccc(C)o3)=C(O)C(=O)N2CCCN(C)C)c1 (stereo unspecified) | 10.6%
Fc1ccc(-c2nc3n(n2)Cc2ccccc2-3)cc1 | -3.1%
Cc1nc2ccccc2nc1OCC(=O)N1CCN(c2ccccc2)CC1 | -0.9%
Cc1ccc(N2C(=O)CSC2c2cccs2)cc1 (stereo unspecified) | 2.5%
CC(C)=CC/C=C1\CCC(C(=O)O)C(C(=O)O)C1 (stereo unspecified) | -4.0%
CCCCn1c(NC(=O)c2ccccc2Cl)c(C#N)c2nc3ccccc3nc21 | -7.8%
CCOCCSC1=C(C#N)C(c2cccs2)C(C(C)=O)=C(C)N1 (stereo unspecified) | -3.7%
COC(=O)c1cc(OC)c(OC)cc1NC(=O)c1c(C)noc1C | -4.8%
COc1ccc(NC(=O)c2ccc(S(=O)(=O)N3CCOCC3)cc2)c(OC)c1 | 13.4%
Cc1ccc(S(=O)(=O)N2CCCC(C(=O)N3CCC4(CC3)OCCO4)C2)cc1 (stereo unspecified) | 0.3%
Cc1ccc(OCCOCCn2ccnc2)c(Br)c1 | 8.6%
CN(C)c1ccc(-c2nn3c(-c4cccnc4)nnc3s2)cc1 | -1.6%
Cc1cc(C)c2nc(N3CCC(C(=O)N4CCN(c5ncccn5)CC4)CC3)sc2c1 | 1.6%
O=C(c1cc2c(=O)oc3ccccc3c2s1)N1CCN(c2ccccn2)CC1 | -4.8%
Cc1cc(C)nc(N2CCCC(C(=O)NCCc3ccccc3F)C2)n1 (stereo unspecified) | -2.1%
COC(=O)c1cn(C(C)C(=O)NCc2ccco2)c2ccccc12 (stereo unspecified) | -4.9%
c1ccc(Cn2nnnc2C(c2cccnc2)N2CCN(c3ccccc3)CC2)cc1 (stereo unspecified) | 10.5%
c1ccc(OCc2nn3c(-c4n[nH]c5c4CCC5)nnc3s2)cc1 | -4.5%
O=C1c2sc3nc4c(c(=O)n3c2C(=O)N1c1ccccc1)CCC4 | 11.9%
CC(C)(C)CC(C)(C)c1ccc(OCOCCOCCO)c(Cc2cc(C(C)(C)CC(C)(C)C)cc(Cc3cc(C(C)(C)CC(C)(C)C)ccc3OCOCCOCCO)c2OCOCCOCCO)c1 | 12.9%[12.8 µM]
OCCNCCCCCOc1ccc(F)cc1 | 8.7%
N#Cc1ccccc1-c1ccc2ncnc(N3CCNCC3)c2c1 | 10.6%
O=c1c(CCc2ccccc2)nc2cnc(N3CCOCC3)nc2n1-c1ccccc1 | -2.8%
Cc1ccc(S(=O)(=O)NCCCC(=O)C=[N+]=[N-])cc1 | 13.4%
CS(=O)(=O)N(CC(=O)NCc1cccnc1)Cc1ccc(Cl)cc1 | -1.8%
Cc1ccccc1NC(=O)c1cc(S(=O)(=O)N2CCOCC2)ccc1F | -2.6%
CCN1CCN(C(=O)CN(c2ccc(C)cc2)S(C)(=O)=O)CC1 | 32.1%
C=CCOc1c(Br)cc(CNn2nnnc2N)cc1OC | -1.9%
O=[As](O)(O)c1ccc(N=Nc2ccc(O)cc2)cc1 | -1.4%[5.75 µM]
COC(=O)c1ccc(COC(=O)c2ccc(-n3cnnn3)cc2)o1 | -2.5%
O=C(CCNS(=O)(=O)c1cccc2nsnc12)N1CC(=O)N(CCc2ccccc2)C(=O)C1 | 6.4%
COc1cccc(-c2nnc(SCC(=O)OC(C)C)n2Cc2ccco2)c1 | 9.9%
COc1ccc(C(c2nnnn2Cc2cccs2)N2CCN(c3ccccc3)CC2)cc1OC (stereo unspecified) | 8.3%
CC(C)n1nnnc1SCC(=O)N1CCOCC1 | 10.4%
O=C(CN1CCOCC1)Nc1nc(-c2ccc3c(c2)CCN3S(=O)(=O)c2ccccc2)cs1 | -1.1%
COc1ccc2c(c1)C1(Nc3ccccc3C(=O)N1c1ccccc1)C(=O)N2 (stereo unspecified) | 7.3%
c1ccc(Nc2nc(-c3ccc4c(c3)OCO4)nc3ccccc23)cc1 | 3.0%
COc1ccccc1-n1c(SC)nc(O)cc1=O | 11.0%
CCCCCCn1c(-c2ccco2)nc2oc3cc(OC)ccc3c(=O)c2c1=O | 1.6%
O=C(O)c1cccc(S(=O)(=O)N2CCSCC2)c1 | -5.4%
CN(C)c1nc(OCCNC(=O)COc2ccc(Cl)cc2Cl)nc(N2CCCCC2)n1 | 2.7%

More records follow:
SMILES | AmpC det inh
Cc1cc(-c2ccccc2)nc(N2CCC(C(=O)NC(C)C)CC2)n1 | -2.9%
O=C(Cn1c(=O)n(-c2cccc(Cl)c2)c(=O)n1CC(=O)N1CCCCC1)N1CCCCC1 | -2.8%
O=[N+]([O-])c1ccc(CSc2ncnc3c2ncn3[C@@H]2O[C@@H](CO)[C@@H](O)[C@H]2O)cc1 | -1.8%
CN(C)C(=O)Nc1cccc(C(F)(F)F)c1 | 7.7%
COc1ccc(-c2nc(CN3CCC(C(=O)NC(C)C)CC3)c(C)o2)cc1OC | -0.8%
CCOC(=O)N1CCN(C(=O)CSc2nnc(-c3cccs3)o2)CC1 | 4.2%
Cc1ccc2nc3c(cc2c1)c(NC(=O)c1cccnc1)nn3C | -3.0%
CSc1ccccc1NC(=O)CSc1nnnn1-c1ccccc1SC | -10.9%
O=C(Nc1ccccc1C(=O)NCc1ccco1)c1ccco1 | -4.9%
CCc1cccc(C)c1NC(=O)C1=C(C(=O)O)CCCC1 | 12.5%
O=S(=O)(c1ccc(F)cc1)N1CN(Cc2ccco2)c2nc3ccccc3nc21 | -4.7%
O=C(CSc1ncnc2ccccc12)Nc1ccc(N2CCOCC2)cc1 | 0.0%
